p53 reactivator: mutant p53 re-activation in reporter cells | H1299 p53-A138V BP100-luciferase reporter, luminescence, 24 h | Potency, µM (series often up to 92.2 µM), inactives show top-dose activity change, positive = activation, usual class: activators | 320,000 tested, 0.063% active; further: potency means the concentration at half of the fitted maximal effect; % of control where 0% means no effect; nearly all actives have a fitted effect of over 45% in size
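p53-null H1299 cells stably carrying temperature-sensitive p53-A138V and a BP100-luciferase reporter were pinned with compounds (4-point, 1:5 series) and held 24 hrs at 37 deg C. Luminescence was read 10 min after detection reagent.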
ASM inhibitor: human S-ASM enzyme inhibition; placental ASM, HMU-PC fluorogenic substrate, 60 min; Potency, µM (series often up to 57.5 µM), for the others: at the top dose activity change, negative = inhibition, hits mostly inhibitors; 340,000 tested, 0.006% active; AID 504937; further: potency means the concentration at half of the fitted maximal effect
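Human placenta-derived ASM enzyme was preincubated with compound for 10 minutes at room temperature, then given fluorogenic substrate HMU-PC0 (9 uM final) for 60 minutes at 37 °C; a pH 10 stop preceded fluorescence reading at Ex 386/Em 447 nm.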
B2AR arrestin: agonists driving beta-arrestin recruitment to human beta2-adrenergic receptor | P07550 | beta-arrestin recruitment to beta2AR, cell-based reporter | Potency, µM (series often up to 46.1 µM), for the others: at the top dose activation, usual class: activators | 330,000 tested, 0.02% active;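 further: potency means the concentration at half of the fitted maximal effect; 0% = DMSO controls and full agonism = EC100 isoproterenol or metaproterenol; nearly all actives have a fitted effect of over 65% in size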
Target sequence (P07550 whole entry, looked up): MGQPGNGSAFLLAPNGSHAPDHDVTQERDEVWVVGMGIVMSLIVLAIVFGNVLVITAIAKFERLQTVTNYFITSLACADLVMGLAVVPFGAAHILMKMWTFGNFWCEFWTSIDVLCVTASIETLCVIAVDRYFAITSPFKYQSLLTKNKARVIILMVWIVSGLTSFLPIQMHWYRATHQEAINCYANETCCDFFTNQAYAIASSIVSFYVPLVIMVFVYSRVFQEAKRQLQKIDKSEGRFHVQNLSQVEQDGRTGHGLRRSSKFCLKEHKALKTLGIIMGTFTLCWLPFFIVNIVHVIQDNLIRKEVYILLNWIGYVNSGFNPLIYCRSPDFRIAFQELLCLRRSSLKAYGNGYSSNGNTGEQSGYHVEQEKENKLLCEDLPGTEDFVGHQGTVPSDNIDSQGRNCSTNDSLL
TSG101-PTAP inh: blocks PTAP/TSG101 interaction to inhibit HIV-1 budding | Fluorescence polarization, FITC-PTAP peptide / Tsg101 binding | 340,000 tested, under 10 active | AID 493005 | Q99816 | Potency, µM (highest dose often 115 µM), for the others: at the top dose activity change, negative = inhibition, actives largely listed as inhibitors; active means well fitted inhibition curve with a large enough effect in the main read-out, with a control signal flat, not every such curve was filed as active; inconclusive means small, poorly fitted or top-dose-only effect, or effect the other way, or a change in a side signal; inactive means no such curve, though single readings can be large or run the other way; further: potency means the concentration at half of the fitted maximal effect; % of control where 0% means no effect
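Steps: Tsg101 binding domain dispensed (10 uM final), compounds pinned in DMSO, FITC-labeled PTAP-motif peptide added (50 nM final); after 20 min binding at room temperature, polarization measured.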
a7 integrin act: activates integrin-mediated alleviation for muscular dystrophy; alpha7betagal myoblasts, beta-gal FDG fluorescence, 48 h; Potency, µM (top dose mostly 38.3 µM), for the others: at the top dose activation, hits mostly activators; 350,000 tested, 0.064% active;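 further: potency means the concentration at half of the fitted maximal effect; 100% = response of the positive control SU9516; nearly all actives have a fitted effect of over 60% in size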
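Alpha7betagal+/- myoblasts (passage 13) were plated 16-24 hr, then exposed to compounds (1:260 dilution of DMSO stock) for 48 hours at 37C. After MPER lysis, β-galactosidase reporter activity was read as FDG fluorescence (ex 480/em 540) after 30 minutes.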
Eya2 inh: blocks the phosphatase activity of human Eya2 | recombinant Eya2, OMFP fluorescence dephosphorylation (OMFP is methylfluorescein phosphate) | 330,000 tested, 0.006% active | AID 488837 | Potency, µM (doses to about 76.9 µM), for the others: at the highest dose activity, negative = inhibition, actives largely listed as inhibitors | O00167; further: potency means the concentration at half of the fitted maximal effect; on the % scale 0 is the no-effect control and ±100 the full control effect
Target sequence (O00167 whole entry, looked up): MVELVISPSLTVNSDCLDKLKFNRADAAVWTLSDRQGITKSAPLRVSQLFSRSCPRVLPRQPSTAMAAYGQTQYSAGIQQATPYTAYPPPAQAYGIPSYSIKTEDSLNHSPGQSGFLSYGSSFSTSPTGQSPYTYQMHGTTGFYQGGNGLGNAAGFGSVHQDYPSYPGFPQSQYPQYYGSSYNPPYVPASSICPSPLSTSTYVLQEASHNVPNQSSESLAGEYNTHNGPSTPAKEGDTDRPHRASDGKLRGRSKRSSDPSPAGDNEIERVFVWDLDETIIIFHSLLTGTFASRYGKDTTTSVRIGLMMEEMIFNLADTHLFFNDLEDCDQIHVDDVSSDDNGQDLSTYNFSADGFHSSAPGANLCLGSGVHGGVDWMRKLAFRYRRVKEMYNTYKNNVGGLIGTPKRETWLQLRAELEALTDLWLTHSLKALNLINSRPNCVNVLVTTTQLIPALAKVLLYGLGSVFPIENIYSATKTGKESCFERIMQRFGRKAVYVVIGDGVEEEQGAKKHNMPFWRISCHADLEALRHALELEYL
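Eya2 protein (added as 0.2 uM solution) was preincubated with compound for 10 min at ambient temperature in 50 mM HEPES pH 7.5, 50 mM NaCl, 5 uM MgCl2, 0.05% BSA, 1 mM DTT. OMFP (added at 50 uM) then reacted 10 min; fluorescence read at 485/525 nm.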
uPA generation: inhibitors of cell surface uPA generation | 330,000 tested, 0.31% active | cell surface uPA generation assay, qHTS | AID 540303 | Potency, µM (highest dose often 38.3 µM), for the others: at the top dose activity change, negative = inhibition, actives largely listed as inhibitors; active means well fitted inhibition curve with a large enough effect; inconclusive means small, poorly fitted or top-dose-only effect; inactive means no such curve, though single readings can be large or run the other way; tested in mouse RAW 264.7 cells; further: potency means the concentration at half of the fitted maximal effect; on the % scale 0 is the no-effect control and ±100 the full control effect; nearly all actives have a fitted effect of over 55% in size
USP2a inh: inhibitors of human ubiquitin-specific protease USP2a; 330,000 tested, 0.01% active; O75604; USP2 core, Ub-CHOP2 coupled fluorogenic reporter, 485/531; Potency, µM (titrated, usually from 38.3 µM), for the others: top-dose activity change, negative = inhibition, usual class: inhibitors; AID 463254;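 further: potency means the concentration at half of the fitted maximal effect; plate controls were DMSO wells for no effect and full inhibition by NEM control for full effect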
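USP2 core (10nM final) preincubated 30min RT with compound in 20mM Tris-HCl pH 8.0, 2mM CaCl2, 2mM beta-mercaptoethanol, 0.05% CHAPS; 25nM Ub-CHOP2 plus 25nM reporter substrate added, fluorescence (Ex485/Em531) read after 60min.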
BRCA1 expr up: BRCA1 expression activation; MCF7-BRCA1-FFLuc reporter, luminescence, 48 h; response scale: scaled: vehicle 0%, 10 µM genistein 100%; Potency, µM (series often up to 46.1 µM), without a hit: at the top dose activation, usual class: activators; 380,000 tested, 1.1% active; AID 624202; further: potency means the concentration at half of the fitted maximal effect; nearly all actives have a fitted effect of over 80% in size; some results filed as inactive show a strong effect at the top dose
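Using MCF7 cells harboring a BRCA1 firefly luciferase reporter, plated 2 h before compound pinning, the screen measured luminescence after 48 h incubation. Responses were normalized to DMSO and 10 microM genistein, then fitted for concentration-effect.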
ELG1 genotoxic: inducers of genotoxicity in HEK293T ELG1-luciferase cells; HEK293T ELG1-luciferase reporter, luminescence, 16 h; Potency, µM (series often up to 46 µM), inactives show top-dose activity change, positive = activation, hits mostly activators; 330,000 tested, 1.3% active; further: potency means the concentration at half of the fitted maximal effect; % of control where 0% means no effect; nearly all actives have a fitted effect of over 60% in size
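DMSO vehicle served as control against compound-treated ELG1-luciferase HEK293T cells; exposure lasted 16 hr at 37 °C and 5% CO2, followed by ONE-Glo luminescence detection after 30 min.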
TRPV1 agonist: human TRPV1 agonism; Q8NER1; TRPV1-expressing cells, Fluo-8 calcium influx, agonist mode; activation, % at 8.33 µM; 320,000 tested, 0.19% active; in the data active means activation above about 80%; inconclusive means between about 30% and that limit; further: 0% is about no effect
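TRPV1-expressing cells were cultured overnight at 35.5C and loaded with Fluo-8 calcium dye for 40 to 90 min at room temperature. After a 10 s baseline, compound was added and calcium influx was read kinetically for 3 min (ex 480/em 520 nm).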
Numbers without * were called inactive; ? = inconclusive; nt = no result given; & = joins results of further samples; [ ] = dose if it differs, or a comment. Unless noted, the call rests on the fitted dose curve; in most records, active means well fitted curve in the direction sought with a large enough effect; inconclusive means small, poorly fitted or top-dose-only effect, or another doubt; inactive means no such curve, though single readings can be large; an effect the other way counts as inactive or inconclusive.

Every second line gives: p53 reactivator | ASM inhibitor | B2AR arrestin | TSG101-PTAP inh | a7 integrin act | Eya2 inh | uPA generation | USP2a inh | BRCA1 expr up | ELG1 genotoxic | TRPV1 agonist
O=[N+]([O-])c1ccccc1/C=N/n1c(C2CCCCC2)n[nH]c1=S
  ? | -4% | 0.3% | -5% | -16% | -1% | 1% | 0% | -11% | 1% | 4
O=C1CSC(c2ccccn2)N1c1ccccc1F (centres undefined)
  -1% | -2% | 0.3% | -6% | -5% | 15% | 4% | 9% | -59% | 0% | 1
CNC(=S)N1CCN(c2ccc(Cl)c(Cl)c2)CC1
  8% | -5% | -0.2% | 0% | 13% | 7% | -10% | 2% | -16% | -7% | ?
O=C(NCCN=C1NS(=O)(=O)c2ccccc21)c1ccccc1
  -2% | -2% | -0.4% | -4% | 14% | -4% | -2% | 0% | -5% | -2% | 1
COc1cccc(/C=N/c2nc3ccccc3n2C)c1O
  nt | -4% | -0.4% | -2% | -26% | -3% | -1% | 0% | -1% | 10% | 4
Cc1ccc(N2CCN(C(=O)c3nn(C)c4c3CS(=O)(=O)c3ccccc3-4)CC2C)cc1 (centres undefined)
  -6% | -8% | 0.1% | 5% | 22% | 7% | -5% | 0% | -23% | -5% | 1
CCOc1ccc(-c2cccc(NS(=O)(=O)c3ccccc3[N+](=O)[O-])c2)nn1
  9% | -2% | -0.4% | -2% | 0% | 1% | -5% | 1% | 4% | -1% | -4
CCN(CCNC(=O)CN1CCN(Cc2ccc(Cl)cc2)C1=O)c1ccccc1
  -2% | -2% | 0.2% | 1% | 19% | -2% | -3% | 4% | -32% | -15% | 18
CCC1CCCCN1C(=O)c1ccc(OC)c(OC2CCN(C(C)=O)CC2)c1 (centres undefined)
  nt | 0% | -0.2% | -2% | -17% | 8% | 0% | 0% | 0% | 0% | 3
Cc1nn(C(=O)c2cccc([N+](=O)[O-])c2)c(C)c1Sc1ccccc1
  8% | 20% | -0.2% | 0% | 8% | 1% | 1% | 5% | 31% | 1% | -4
CSCC(C)N1CCC(n2nccc2NC(=O)CCc2ccccc2)CC1 (centres undefined)
  nt | -2% | -0.2% | -16% | 9% | -6% | -8% | 4% | -42% | 2% | 2
COc1ccc(CCNC2=C(Cl)C(=O)N(CCc3ccccc3)C2=O)cc1OC
  -9% | -7% | 0.4% | 1% | -14% | -5% | -9% | 1% | -27% | -13% | -5
Nc1cc(=O)nc(SCC(=O)N2CCN(c3ccccc3)CC2)n1-c1ccccc1
  5% | -3% | -0.1% | nt | 6% | -7% | 8% | 1% | -6% | 3% | 2
COc1cc(C(=O)OCC(=O)Nc2ccc(S(=O)(=O)N3CCCC3)cc2)cc(OC)c1OC
  -14% | -9% | 0.0% | -3% | -24% | -1% | -1% | 1% | -11% | 1% | nt
CN(C)C(CNC(=O)c1ccc(NS(=O)(=O)c2ccc(F)c(F)c2)cc1)c1ccccc1 (centres undefined)
  -4% | -1% | 0.0% | 1% | -15% | -3% | -2% | 1% | 4% | -9% | -1
O=C(c1cccs1)N1CCN(C(=O)C(c2ccccc2)c2ccccc2)CC1
  -8% | 0% | -0.1% | -8% | 0% | -16% | 1% | 0% | -13% | -5% | 4
O=C(COc1ccccc1Cl)NCCC1=CCCCC1
  15% | -2% | -0.2% | -9% | ? | -3% | -2% | 1% | -15% | -2% | 24
CCn1c(=O)cc(SCC(=O)Nc2ccc3c(c2)OCCO3)c2ccccc21
  -15% | -20% | 2.8% | -7% | -20% | -8% | nt | -1% | 1% | 1% | 2
COc1ccc(CCNC(=O)C(=O)c2cn(CC(=O)N3CCOCC3)c3ccccc23)cc1OC
  -6% | 1% | -0.9% | -12% | 9% | 2% | -2% | 2% | 19% | 6% | 6
CCCn1c(N)c(N2CCCCC2)c(=O)n(CC(=O)Nc2ccccc2C)c1=O
  -3% | 2% | -0.2% | -2% | -16% | 1% | 0% | 1% | 12% | -7% | 4
O=C(NCCCN1CCOCC1)c1cnccn1
  0% | 5% | -0.2% | -2% | ? | 4% | 4% | -3% | 25% | 3% | 4
CCCN(Cc1ccccc1)C(=S)Nc1ccc(OCC)cc1
  0% | 1% | 0.0% | 0% | -50%[inhibitor] | -14% | -5% | 0% | 52% | 9% | 4
Cn1c(NC(=O)/C=C/c2ccco2)cc(=O)n(C)c1=O
  ? | 0% | -0.5% | -2% | -20% | -1% | 3% | -1% | -55% | 8% | -5
CN1CCC(N(C)C(=O)c2sc3cc(F)ccc3c2Cl)CC1
  -1% | 2% | 0.3% | -5% | -4% | -11% | 1% | 3% | 5% | -1% | -5
CCOc1ccccc1NC(=O)CCN1CCN(S(=O)(=O)c2ccc(Br)cc2)CC1
  -5% | 8% | -0.3% | -2% | -23% | 5% | -3% | -2% | -19% | -2% | 0
CC(C)C[C@H]1CNC(=O)C(=O)N1CC1CCN(CC2CCC(C(C)(C)C)CC2)CC1 (some centres undefined)
  nt | 3% | nt | -2% | 10% | nt | 18% | nt | -3% | nt | nt
COc1ccc(Br)cc1C1NC(=O)c2c(sc3c2CCN(C)C3)N1 (centres undefined)
  4% | 59%[activator] | -0.3% | -2% | -1% | 14% | -4% | -4% | -20% | 0% | -2
CCCS(=O)(=O)N1CCCC(C(=O)NCCc2cccc(C)c2)C1 (centres undefined)
  -1% | 2% | -0.2% | -4% | 38% | 1% | 13% | 0% | -1% | -3% | 20
O=C(CN(CCO)c1ccccc1)NC12CC3CC(CC(C3)C1)C2
  5% | -1% | 0.4% | -15% | -24% | 10% | 4% | 4% | 0% | -1% | 9
COc1ccccc1C(C)NC(=O)c1ccc(S(=O)(=O)NCc2ccco2)cc1 (centres undefined)
  2% | 17% | -0.4% | -1% | -5% | -17% | -5% | 4% | 2% | -1% | nt
CCOC(=O)COc1ccc(C2CC(C)=NN2c2ccccc2)cc1 (centres undefined)
  -1% | 25% | 0.0% | 0% | 0% | -12% | 5% | 0% | -31% | 2% | 8
COc1cc(/C=N/c2oc(-c3ccccc3)cc2C#N)ccc1O
  7% | -4% | 0.0% | -6% | -5% | 7% | -6% | 0% | 2% | 0% | 0
CCOc1cc(/C=C2/SC(=O)N(CC(=O)N3CCc4ccccc4C3)C2=O)ccc1OCC(=O)O
  -2% | 14% | 0.3% | -3% | 10% | 8% | 1% | -2% | 4% | 0% | 0
O=C(COC(=O)/C=C/C(=O)OCC(=O)NC12CC3CC(CC(C3)C1)C2)NC12CC3CC(CC(C3)C1)C2
  1% | 3% | -0.5% | -1% | -67%[inhibitor] | -9% | -1% | 2% | -69% | 0% | 7
COc1ccc(C(=O)C2CCCN(C(=O)c3cccnc3OC)C2)cc1F (centres undefined)
  -3% | -3% | 0.0% | 1% | -3% | 9% | -3% | 0% | 0% | -4% | -9
O=C(c1ccc(F)cc1)C1CCN(C(=O)NCc2ccccc2)CC1
  -2% | -1% | -0.3% | -1% | 6% | -6% | 7% | 6% | -14% | -9% | ?
CCOC(=O)/C=C1/SCC(=O)N1CC(=O)Nc1ccccc1OC(F)F
  nt | -2% | nt | 4% | -10% | nt | -4% | nt | -12% | nt | nt
O=C(CC1NCCc2ccccc21)Nc1ccc(Cl)cc1 (centres undefined)
  -3% | 1% | -0.1% | -4% | -61%[inhibitor] | -17% | -4% | 11% | -21% | -3% | -4
Nc1nc2n(n1)C1(CCCCC1)C1=C(CCCC1)N2
  -3% | nt | -0.1% | nt | nt | 3% | nt | 4% | nt | 1% | -4
CC(=S)c1c(C)cc2cc(C)ccn12
  -14% | -8% | 0.1% | -5% | 1% | -5% | 1% | 4% | -5% | -5% | 0
Cc1onc(-c2ccccc2)c1C(=O)Nc1ccccc1C#N
  -8% | -8%&-17% | 0.0% | 1%&0% | -1%&7% | 10% | -4% | 0% | -26%&-3% | -3% | nt
CCOC(=O)c1nnn(-c2nonc2N)c1-c1cccs1
  4% | 2% | 0.3% | 0% | 4% | 4% | 5% | 0% | -3% | -1% | 2
CCCCNC(=S)N1CCN(Cc2ccc3c(c2)OCO3)CC1
  0% | 0% | 0.3% | -1% | 16% | 1% | 2% | -3% | -1% | 4% | -2

Source: PubChem
